NALP1 inh – NALP1 inflammasome inhibitors in reconstituted yeast, colorimetric, S. cerevisiae, triplicate retest. S. cerevisiae NALP1/ASC/caspase-1 growth, X-gal OD620, 72 h. inhibition, % at 10 µM. actives 0.61% (n = 280,000); in the data active = inhibition mostly above about 24%, no sharp cut-off; inactive = mostly below about 32%; also: some compounds called inactive have numbers as strong as hits
NS3 helicase inh – inhibitors of HCV NS3 helicase, primary screen, biochemical, Cy5 molecular beacon fluorescence. Hepatitis C virus NS3 helicase. NS3 helicase DNA unwinding. inhibition, % at 10.9 µM. actives 0.56% (n = 290,000);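 active = inhibition above the mean of all tested compounds plus 3 SD, set per campaign, cut at about 35% in these data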;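 also: 0% = DMSO wells and 100% = thioflavine S control wells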
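System: Hepatitis C virus NS3 helicase domain fragment enzyme | Reagent: Annealed dual-labelled DNA beacon duplex, ATP-started | Compound dosing: 10.9 µM single point, 0.8% DMSO | Incubation: 1 h reaction at 25 °C, ATP-initiated | Technique: Cy5 fluorescence | Evaluation: Percent inhibition from t60/t0 fluorescence ratio | Benchmarks: Low DMSO, high thioflavine S at 110 µM | Replication: Singlicate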
MEKK2 WT-MEK5 – modulators of MEK5 binding to wildtype MEKK2, primary screen, biochemical, multiplex bead flow cytometry, Alexa488-MEK5 | Mitogen-activated protein kinase kinase kinase 2 (Homo sapiens), Q9Y2U5 | Alexa488-MEK5 binding to MEKK2 WT; actives lie on both sides | binding response (% of control), % at 10 µM | actives 1.1% (n = 290,000) | AID 1531, 2009; in the data active = binding response below about 67% or above about 130%; inconclusive = no clear call, values can overlap the other calls; inactive = in between
IMP-1 inh – IMP-1 metallo-beta-lactamase inhibitors, primary screen, biochemical, epi-absorbance readout, Pseudomonas aeruginosa enzyme | metallo-beta-lactamase IMP-1 (Pseudomonas aeruginosa) | purified IMP-1, nitrocefin hydrolysis, epi-absorbance fluorescence | inhibition, % at 5.6 µM | actives 0.45% (n = 290,000);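 active = inhibition above the mean plus 3 SD of all compounds in the same screening run, cut at about 4.5% in these data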;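 also: 0% = IMP-1 with DMSO and 100% = DMSO wells lacking enzyme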
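System – purified recombinant IMP-1 beta-lactamase · Input – IMP-1 dispensed at 0.2 nM · Timing – 15 min preincubation plus 25 min reaction at 25 °C · Signal – Epi-absorbance fluorescence, 480 nm excitation, 530 nm emission · Measure – percent IMP-1 inhibition derived from blank-referenced optical density · Controls – Enzyme-plus-DMSO low control, enzyme-free DMSO high control · Replication – singlicate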
VIM-2 inhibitor – VIM-2 metallo-beta-lactamase inhibitors, primary screen, biochemical, epi-absorbance readout, Pseudomonas aeruginosa enzyme; purified VIM-2, nitrocefin hydrolysis, epi-absorbance fluorescence; inhibition, % at 5.6 µM; actives 0.89% (n = 290,000); AID 1527, 2009;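 active = inhibition above the mean of all tested compounds plus 3 SD, cutoff set per screening run, cut at about 7.5% in these data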;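 also: red hydrolysis product quenches plate fluorescence so inhibitors raise well fluorescence; 0% = enzyme with DMSO and 100% = DMSO without enzyme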
PfM18AAP inh – PfM18AAP inhibitors, malaria aminopeptidase, primary screen, biochemical, QFRET, recombinant enzyme; M18 aspartyl aminopeptidase (Plasmodium falciparum 3D7); H-Glu-NHMec fluorogenic cleavage; inhibition, % at 7.35 µM; actives 1.2% (n = 290,000);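 active = inhibition above the campaign mean inhibition over all tested compounds plus 3 SD, cut at about 28% in these data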;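 also: 0% = plate median of test compound wells and 100% = 2 mM ZnCl2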
FID counter – compounds displacing fluorescent DNA intercalator, primary screen, artefact control for HCV NS3 helicase inhibitor project, biochemical, FID fluorescence | DNA fluorescent intercalator displacement | inhibition, % at 7.9 µM | actives 0.17% (n = 290,000) | AID 1845, 2009; in the data active = inhibition above about 37%;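 also: 0% = vehicle and 100% = reference compound; higher means more ethidium bromide displaced from hairpin DNA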
UBC9 SUMO inh – inhibitors of in vitro SUMOylation cascade, primary screen, biochemical, HTRF, uHTS. inhibition, % at 35 µM. actives 0.36% (n = 290,000). SUMO-conjugating enzyme UBC9 (Homo sapiens), P63279. AID 2006, 2009. HTRF SUMOylation assay, SAE1/SAE2 + UBC9; in the data active = inhibition above about 50%, passing the limit was not always enough; inconclusive = no clear call, values can overlap the other calls; also: strong numbers were not always called active
Target sequence (P63279 whole entry, looked up): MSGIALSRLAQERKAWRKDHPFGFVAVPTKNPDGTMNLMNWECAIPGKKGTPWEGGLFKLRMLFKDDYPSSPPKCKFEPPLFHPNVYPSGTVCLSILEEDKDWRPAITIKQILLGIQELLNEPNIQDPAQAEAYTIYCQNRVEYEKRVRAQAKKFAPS
MEKK2 mut-MEK5 – MEK5 binding signal on mutant MEKK2 PB1, primary screen, biochemical, multiplex bead flow cytometry, Alexa488-MEK5 | Alexa488-MEK5 binding to MEKK2 mutant | percent response, % at 10 µM | actives 0.35% (n = 290,000) | AID 1530, 2009; in the data active = percent response above about 24%, passing the limit was not always enough; also: inactives centre near 1; some results filed as inactive read as strong as hits
Active calls of the source: *; ? = inconclusive; . = not tested or not shown; [ ] = remark or other dose.

mol	MEKK2 WT-MEK5	VIM-2 inhibitor	MEKK2 mut-MEK5	UBC9 SUMO inh	FID counter	IMP-1 inh	NS3 helicase inh	NALP1 inh	PfM18AAP inh
CNC(=O)c1sc(-c2cccs2)nc1C	94	-1.6	-2	18	5	-3.8	-3	11	4
Oc1ccc(Cl)cc1CNc1cccc2cccnc12	93	3.2	-4	66*	4	-0.2	-2	10	31*
CCOC(=O)N/N=C/C(Cl)=C/c1ccccc1	104	-4.9	0	-1	-1	-2.1	3	24	-15
COc1cccc(Nc2ncccc2C(=O)O)c1	4.0*[inhibitor]	-2.5	-33	22	4	1.0	4	-6	2
CCOC(=O)c1cn(Cc2cccc(Cl)c2)nn1	100	-1.7	1	-17	-6	-2.4	3	18	-1
CCOc1ccccc1NC(=O)c1cccc(S(=O)(=O)N(Cc2ccccc2)c2ccccc2OC)c1	92	-1.0	-1	8	-11	-0.9	-9	22	-3
FC(F)Oc1ccc(-c2csc(=Nc3cccnc3)n2CC2CCCO2)cc1 (stereo not drawn)	94	1.5	-2	-18	-23	-2.4	-8	27	-13
COc1cc(/C=C2/SC(=S)N(CC(=O)O)C2=O)ccc1OCC(=O)Nc1ccc(C)c(C)c1	96	-0.8	-4	27	-32	7.5*	-6	10	4
Cc1nc(C)c(C(=O)N2CCCC(C(=O)c3ccc(Cl)cc3C)C2)s1 (stereo not drawn)	95	-1.0	1	.	-46	-2.9	-3	-3	1
C/C(=N\N=C1\NC(=O)CS1)c1cccs1	84	-3.4	-12	9	-7	-2.6	7	8	-11
Cc1ccc(S(=O)(=O)N2CCCCC2)cc1NC(=O)CSc1ncn[nH]1	102	-1.6	3	14	-7	-3.0	2	9	25
CCCN1C2CCCC1CC(NC(=O)c1ccccc1Br)C2 (stereo not drawn)	105	-2.8	1	-10	-5	-3.0	-2	11	-3
Cc1nc2ccccc2n1C(=O)c1ccccc1[N+](=O)[O-]	112	-2.0	17	-5	3	-3.6	4	27	1
O=C(Nc1nccs1)c1cn2ccccc2n1	99	-3.0	-1	-8	3	-3.6	19	-9	6
CCN=C1SC(CC(=O)Nc2sc3c(c2C#N)CCCC3)C(=O)N1CC (stereo not drawn)	101	-0.3	0	13	-4	-0.9	-2	1	-10
NC(=O)CSc1nnc(-c2ccc(S(=O)(=O)N3CCOCC3)cc2)n1CC1CCCO1 (stereo not drawn)	98	-2.1	-1	16	-1	-0.7	-3	6	-1
Cc1ccccc1C(=O)N1CCC(C(=O)Nc2ccc(S(=O)(=O)N3CCCCC3)cc2)CC1	107	-1.9	3	-1	-34	-2.9	-7	4	-1
O=C(N/N=C1/CC2C=CCC12)c1cccs1 (stereo not drawn)	103	-2.7	1	2	-8	-1.7	4	26	-16
CCOC(=O)C1=C(CSCc2ccccc2)NC(=O)NC1c1cc(C)ccc1C (stereo not drawn)	93	-4.8	0	7	-19	-4.4	-13	16	0
[N-]=[N+]=N[C@@H](CCN1CC[C@H](O)CCC1=O)c1ccccc1	98	-3.0	0	2	-4	-2.7	7	-9	7

Shown as a hit in PfM18AAP inh (from the list above):
| SMILES | MEKK2 WT-MEK5 | VIM-2 inhibitor | MEKK2 mut-MEK5 | UBC9 SUMO inh | IMP-1 inh | NS3 helicase inh | NALP1 inh | PfM18AAP inh |
| --- | --- | --- | --- | --- | --- | --- | --- | --- |
| Oc1ccc(Cl)cc1CNc1cccc2cccnc12 | 93 | 3.2 | -4 | 66* | -0.2 | -2 | 10 | 31* |

Going on with the list:
mol	MEKK2 WT-MEK5	VIM-2 inhibitor	MEKK2 mut-MEK5	UBC9 SUMO inh	FID counter	IMP-1 inh	NS3 helicase inh	NALP1 inh	PfM18AAP inh
Cc1ccc(NC(=S)N=Nc2c(O)n(C)c3ccc(S(=O)(=O)N4CCOCC4)cc23)cc1C	89	-2.6	-6	-22	1	-3.5	1	24	-4
Clc1ccccc1CSc1nncn1NC/C=C/c1ccccc1	107	-1.8	10	37	-30	-1.9	-13	39	-6
COC(=O)CC(NC(=S)NC(=O)c1ccccc1)c1ccc(Br)cc1 (stereo not drawn)	98	-5.3	1	14	-27	-3.6	-11	3	2
CCOc1ccc(-n2c(SCC(N)=O)nnc2-c2ccco2)cc1	106	-0.6	8	3	-9	-1.5	-7	8	0
CC1SC(c2ccccc2Cl)NC1=O (stereo not drawn)	.	-1.9	.	-2	1	-3.0	-4	3	2
Cc1ccccc1NC1=C(Cl)C(=O)OC1OC(=O)c1ccco1 (stereo not drawn)	111	-6.0	7	-7	-5	-3.0	4	26	7
COCCOC(=O)C1=C(C)Nc2ncnn2C1c1ccc(F)cc1 (stereo not drawn)	91	-2.4	0	-21	-3	-1.5	-10	5	-3
O=C(Nc1ccccc1Cl)N(Cc1nc2ccccc2c(=O)[nH]1)Cc1cccs1	95	-2.6	-2	3	-3	-4.9	4	10	-10
Cc1nnc(NC(=O)c2csc3c2CCC(C)C3)s1 (stereo not drawn)	68	1.1	-15	-2	0	2.6	19	26	-14
CN(Cc1ccccc1Cl)C(=O)c1cc2ccccc2o1	96	2.0	-3	8	-30	-3.3	0	9	7
O=C(Nc1sc2c(c1C(=O)NCC1CCCO1)CCCC2)c1cccs1 (stereo not drawn)	105	-2.4	4	9	-2	-3.5	-1	30	7
CCN(CC)CCN1C(=O)C(=O)/C(=C(/O)c2ccncc2)C1c1ccccc1 (stereo not drawn)	104	-4.1	5	30	0	-2.5	6	14	3
NC(=O)NC(=O)CC1S/C(=N/N=C/c2ccccc2)NC1=O (stereo not drawn)	93	-3.8	-3	24	-2	-4.0	7	-1	-3
COc1ccc(OC)c(NC(=O)CSc2ncccn2)c1	104	0.9	2	0	-4	0.8	4	-6	6
Cc1ccc(N(CCC(=O)Nc2nnc(C3CC3)s2)S(=O)(=O)c2ccccc2)cc1	91	-1.9	-1	-1	-30	-3.4	-7	19	1
COc1ccc(N(C(=O)Cn2nnc(-c3ccc(Cl)cc3)n2)C(C(=O)NCC2CCCO2)c2ccncc2)cc1 (stereo not drawn)	95	-4.0	-10	-6	-3	-3.3	6	-24	4
CCOC(=O)Cc1c(C)nc2c(-c3ccc(Cl)cc3)c[nH]n2c1=O	.	-3.5	.	15	-29	-4.4	19	-8	8
CCC(=O)Nc1cccc(C(=O)/C=C/c2cccs2)c1	99	-1.4	-1	-11	-20	-2.2	-10	19	-2
COC(=O)c1ccccc1S(=O)(=O)N1Cc2cc([N+](=O)[O-])ccc2Oc2ccccc21	107	-1.7	7	19	0	0.0	1	15	1
CSc1nc(N)c(C#N)c(-c2ccccc2Cl)c1C#N	99	-1.0	-2	18	-1	-1.2	-17	7	5
Cn1c(CCc2ccccc2)nnc1SCC(=O)N1CCCC1	101	-1.7	12	17	-4	-2.4	2	14	0
COc1ccc(-c2ncncc2-c2ccc(Cl)cc2)c(O)c1	57	1.8	-12	-1	-26	-1.0	-3	22	-6
Cc1ccc(NC(=O)Cc2nnc(SCC(=O)Nc3ccccc3)n2C)cc1	99	-2.2	-2	-6	-5	-3.2	-4	16	-2
COc1cc(SC)ccc1C(=O)OCC(=O)N1CCCC1	97	-0.8	-5	2	-12	-2.3	3	-1	-1
CN1CCN(C(=O)CN(C)S(=O)(=O)c2ccc(F)cc2)CC1	97	0.8	-4	10	-1	-1.4	3	6	-2
N#C/C(=C/c1ccc(OCc2ccc(C(=O)O)cc2)c(Br)c1)c1cccc(F)c1	89	-3.0	-6	36	-20	0.9	30	1	2
Cc1nnc(NC(=O)CCC(=O)N2CCC(C)CC2)s1	80	1.4	-11	20	-2	-1.2	2	15	-11
Cc1occc1C(=O)NNC(=S)NCc1ccc(Cl)cc1	96	-1.9	-5	15	0	-3.5	4	-2	-3
CC(C)CC(=O)N1CCN(S(=O)(=O)c2ccccc2)CC1	96	-1.6	-3	6	-4	-0.1	-4	56	-1
O=C(CC1C(=O)NCCN1CC1CCCCC1)NCc1ccc(Cl)cc1 (stereo not drawn)	147*	-2.7	26	2	-45	-2.2	-10	0	2
CCOc1ccccc1CN1CCCC(C(=O)c2ccc(OC)c(OC)c2)C1 (stereo not drawn)	104	0.4	5	11	9	0.2	0	12	-3
O=C(O)C1CCC(=O)N1C1CCCC1 (stereo not drawn)	111	-4.5	7	-5	4	-4.2	5	25	-3
COc1cccc(-c2cc(C(=O)N3CCN(C(=O)c4ccco4)CC3)on2)c1	102	-2.5	6	9	-36	-1.0	5	0	-3
COc1ccc(/C=C2\Sc3ccc(C(=O)NCCN4CCCCCC4)cc3N(C)C2=O)cc1	203*	-0.4	54*	5	17	-2.1	-89	14	8
COc1ccc(NC(=O)Nc2ccc(N(C)C)cc2)cc1	99	-3.6	2	-4	-3	-3.8	-1	11	-17
COc1ccc(Cl)cc1C(=O)NNC(=O)c1nc2nc(C)cc(C)n2n1	99	10*	4	1	-5	-1.1	-2	-23	4
O=C1CN(C(=O)c2ccc(Br)o2)C(c2ccccc2)c2cc(F)ccc2N1 (stereo not drawn)	105	-0.6	8	10	-17	-2.6	5	-4	6
Cc1ccc(CNC(=O)CCC(=O)Nc2nnc(C(C)C)s2)cc1	102	-7.5	2	-5	-31	-2.5	-3	0	-1
Cc1onc(-c2c(F)cccc2Cl)c1C(=O)N1CCN(c2ncc(Br)cn2)CC1	?	3.7	-39	5	-11	0.5	6	22	-12
CCCOP(=O)(c1ccc(N(C)C)cc1)C(O)c1cccnc1 (stereo not drawn)	115	-2.2	5	25	-4	3.5	4	6	7
COCCOC(=O)C1=C(C)NC(=S)NC1c1cccs1 (stereo not drawn)	99	-2.4	-6	9	-2	-3.0	3	3	-1
COc1ccc(/C=C2/SC(c3ccc(C)cc3)=NC2=O)cc1OC	96	15*	8	-10	-23	0.3	4	4	7
O=C(CN(C(=O)CNS(=O)(=O)c1ccccc1)c1ccc(F)cc1)NCc1ccco1	102	1.8	-1	10	-22	-0.2	-4	8	-8

From PubChem BioAssay

Outcome played no part in choosing rows; about 4.7% have a hit in one of these screens.
